# Bioassay records (PubChem)
# FBPA coupling cs: qHTS Assay for Inhibitors of Fructose-1,6-bisphosphate Aldolase from Giardia Lamblia: Coupling assay counterscreen; AID 2472, 2010; coupling enzyme system counterscreen, AmpLite Red fluorescence; 290,000 tested, 0.67% active; activity change, negative = inhibition, % at 58.2 µM, hits read low; in the data active = activity change below about -30%; also: % is scaled to controls: 0 for no effect and ±100 for the full control effect
#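 Counterscreen lacking aldolase: glyceraldehyde-3-phosphate coupling-enzyme reagent preincubated 10 min at RT with compound (at 57.5 uM final), then substrate/coupling system with AmpLite Red added; fluorescence read at 525/598 nm after 20 min RT.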
# Rab9 prom act: qHTS Assay for Rab9 Promoter Activators; Potency, µM (highest dose often 9.22 µM), for inactives: top-dose activation, negative = inhibition, most hits filed as activators; 320,000 tested, 2.8% active; AID 485297, 2010; Huh7 Rab9 promoter-luciferase reporter, luminescence, 24 h; also: potency is read from the fitted curve at half-maximal effect; % of control where 0% means no effect; nearly all actives have a fitted effect of over 60% in size
#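 Quantitative HTS format; Huh7 Rab9-luciferase reporter cells (1500/well) receive compound 2 h post-plating, incubate 24 h at 37 °C, then get luciferase reagent for 10 min before luminescence reading.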
# Giardia killer: Small Molecules that selectively kill Giardia lamblia: qHTS; 340,000 tested, 0.15% active; Giardia lamblia trophozoite viability; AID 540267, 2011; activity change, % at 7.66 µM, hits read low; in the data active = activity change below about -80%; inconclusive = between about -30% and that limit;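 also: parasites exposed to compound for two days anaerobically before the ATP read; % is scaled to controls: 0 for no effect and ±100 for the full control effect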
#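 Luminescent ATP signal served as the viability read-out, measured 15-30 min after adding ATP detection reagent to trophozoites that had been incubated with compounds for 48 hrs at 37 deg C anaerobically at 100 cells/well.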
# Tb PFK inh: qHTS Assay to Find Inhibitors of T. brucei phosphofructokinase; 330,000 tested, 0.17% active; ATP-dependent 6-phosphofructokinase (Trypanosoma brucei brucei), O15648; T. brucei PFK, ADP-Glo luminescence; Potency, µM (top dose mostly 57.5 µM), without a hit: top-dose activity, negative = inhibition, most hits filed as inhibitors;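 also: potency is read from the fitted curve at half-maximal effect; 0% = uninhibited 1x PFK enzyme wells and -100% = no-enzyme wells; nearly all actives have a fitted effect of over 60% in size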
# Target sequence (O15648 whole entry, looked up): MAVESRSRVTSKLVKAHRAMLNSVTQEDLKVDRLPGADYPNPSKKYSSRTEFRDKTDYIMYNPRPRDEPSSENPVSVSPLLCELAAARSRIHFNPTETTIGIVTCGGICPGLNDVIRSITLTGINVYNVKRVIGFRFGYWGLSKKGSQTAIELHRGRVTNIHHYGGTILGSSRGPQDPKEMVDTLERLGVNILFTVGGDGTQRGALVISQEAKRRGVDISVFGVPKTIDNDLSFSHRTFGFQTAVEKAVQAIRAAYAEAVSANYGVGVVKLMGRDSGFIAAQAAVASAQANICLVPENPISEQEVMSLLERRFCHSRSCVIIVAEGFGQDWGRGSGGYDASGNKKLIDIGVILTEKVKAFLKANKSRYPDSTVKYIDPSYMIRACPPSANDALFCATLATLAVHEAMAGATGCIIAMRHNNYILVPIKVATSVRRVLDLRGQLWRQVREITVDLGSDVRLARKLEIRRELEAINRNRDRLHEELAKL
#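 Luminescent ADP detection (ADP-Glo, two-step: ATP depletion then ADP-to-ATP conversion for luciferase) reported PFK activity after 45 min room-temperature reaction of 1.25 nM enzyme with 0.5 mM F6P and 0.1 mM ATP at pH 8.0.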
# NPC1 prom act: qHTS Assay for NPC1 Promoter Activators; Potency, µM (top dose mostly 9.22 µM), without a hit: at the highest dose activation, usual class: activators; 320,000 tested, 2.4% active; Huh7 NPC1 promoter luciferase reporter, 24 h;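 also: potency is read from the fitted curve at half-maximal effect; % of control where 0% means no effect; nearly all actives have a fitted effect of over 60% in size; reporter is driven by a mutant NPC1 promoter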
#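 Stable NPC1-promoter luciferase Huh7 line; cpd (DMSO) 24 h, 37 °C, 5% CO2; Amplite luciferase reagent 10 min RT; luminescence readout. qHTS format.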
# uPA generation: qHTS for Inhibitors of Cell Surface uPA Generation. Potency, µM (titrated, usually from 38.3 µM), without a hit: at the highest dose activity change, negative = inhibition, most hits filed as inhibitors. cell surface uPA generation assay, qHTS. 330,000 tested, 0.31% active; active = well fitted inhibition curve with a large enough effect; inconclusive = small, poorly fitted or top-dose-only effect; inactive = no such curve, though single readings can be large or run the other way; tested in mouse RAW 264.7 cells; also: potency is read from the fitted curve at half-maximal effect; % is scaled to controls: 0 for no effect and ±100 for the full control effect; nearly all actives have a fitted effect of over 55% in size
# RORg inh: qHTS for inhibitors of ROR gamma transcriptional activity; Drosophila S2 Gal4-RORgamma UAS-luciferase reporter, 20 h; Potency, µM (series often up to 53.6 µM), inactives show at the top dose activity change, negative = inhibition, hits mostly inhibitors; 310,000 tested, 5.4% active; AID 2551, 2010; also: potency is read from the fitted curve at half-maximal effect; % is scaled to controls: 0 for no effect and ±100 for the full control effect; nearly all actives have a fitted effect of over 60% in size
#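 Using a luciferase readout, inhibitors were identified by reduced reporter activity in Drosophila cells coexpressing a copper-inducible Gal4–ROR gamma fusion and UAS-driven Photinus luciferase, incubated 20 hr after 700 uM copper sulfate.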
# FLuc modulator: qHTS profiling assay for firefly luciferase inhibitor/activator using purifed enzyme and Km concentrations of substrates (counterscreen for miR-21 project). Luciferin 4-monooxygenase (Photinus pyralis), P08659. purified FLuc, Km substrates, luminescence inhibition. Potency, µM (top dose mostly 57.5 µM), without a hit: at the top dose activity change, negative = inhibition, hits mostly inhibitors. 360,000 tested, 6.9% active. AID 588342, 2011;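 also: potency is read from the fitted curve at half-maximal effect; plate controls were vehicle for no effect and reference inhibitor for full effect; nearly all actives have a fitted effect of over 55% in size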
# Target sequence (P08659 whole entry, looked up): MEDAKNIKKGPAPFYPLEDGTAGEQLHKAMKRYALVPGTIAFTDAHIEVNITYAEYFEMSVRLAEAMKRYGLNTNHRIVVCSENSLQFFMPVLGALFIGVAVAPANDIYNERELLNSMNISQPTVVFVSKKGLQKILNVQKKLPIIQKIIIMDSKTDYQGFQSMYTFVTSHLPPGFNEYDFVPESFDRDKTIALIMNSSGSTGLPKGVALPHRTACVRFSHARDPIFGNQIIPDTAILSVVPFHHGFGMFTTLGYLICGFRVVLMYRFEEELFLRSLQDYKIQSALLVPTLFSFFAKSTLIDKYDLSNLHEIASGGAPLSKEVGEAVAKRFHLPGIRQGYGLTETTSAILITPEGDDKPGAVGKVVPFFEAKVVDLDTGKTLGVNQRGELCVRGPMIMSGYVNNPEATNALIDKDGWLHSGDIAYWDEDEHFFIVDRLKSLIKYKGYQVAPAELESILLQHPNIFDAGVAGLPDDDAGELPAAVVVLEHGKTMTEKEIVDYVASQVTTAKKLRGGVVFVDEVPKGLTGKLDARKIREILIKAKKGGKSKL
#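 Purified P. pyralis luciferase, 10 nM final, with Km-level 10 uM D-luciferin and 10 uM ATP in 50 mM Tris acetate pH 7.5, 10 mM Mg acetate, 0.01% Tween-20, 0.05% BSA; 6-point qHTS titration about 60 µM downward; luminescence read.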
# VP16 counter: VP16 counterscreen qHTS for inhibitors of ROR gamma transcriptional activity; AID 2546, 2010; Drosophila S2 Gal4-VP16 UAS-luciferase, luminescence, 20 h; Potency, µM (titrated, usually from 53.6 µM), for the others: at the highest dose activity, negative = inhibition, hits mostly inhibitors; 310,000 tested, 3.5% active;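 also: Gal4-VP16 expression switched on by copper sulfate through the metallothionein promoter; potency is read from the fitted curve at half-maximal effect; % is scaled to controls: 0 for no effect and ±100 for the full control effect; nearly all actives have a fitted effect of over 50% in size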
# KCNH2 3.1 block: qHTS for Inhibitors of KCHN2 3.1: Mutant qHTS; Potassium voltage-gated channel subfamily H member 2, brain isoform KCNH2 3.1 (human); U2OS KCNH2 3.1, thallium flux FluxOr; stronger effect = lower value; activity change, % (tested at about 1.8 µM); 340,000 tested, 0.95% active;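 active = maximum activity change below -70%; inconclusive = maximum activity change from -70% to -50%; inactive = maximum activity change above -50%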;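 also: thallium influx rate constant from kinetic fluorescence after stimulation buffer; % is scaled to controls: 0 for no effect and ±100 for the full control effect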
#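 U2OS cells transduced with KCNH2 3.1 mutant virus (1.77 x 10^8 /mL, 4 h), plated overnight at 37 C, loaded 45 min with FluxOr dye plus Red40 quencher. Thallium flux rate constant from kinetic reads after stimulation buffer, normalised to controls.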
# ELG1 genotoxic: qHTS screen for small molecules that induce genotoxicity in human embryonic kidney (HEK293T) cells expressing luciferase-tagged ELG1. HEK293T ELG1-luciferase reporter, luminescence, 16 h. Potency, µM (highest dose often 46 µM), for the others: top-dose activity change, positive = activation, usual class: activators. 330,000 tested, 1.3% active; also: potency is read from the fitted curve at half-maximal effect; % of control where 0% means no effect; nearly all actives have a fitted effect of over 60% in size
#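 Quantitative HTS format in 1536-well plates. HEK293T ELG1-luciferase reporter cells receive test compound and are incubated 16 hr at 37 °C, 5% CO2; ONE-Glo added, 30 min room temperature, then luminescence read.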
# An asterisk follows results filed as active; ? = inconclusive; . = not tested or not shown; [ ] = another dose, or the depositor's remark. Unless noted, calls follow the shape of the dose curve; as a rule, active = well fitted curve in the direction sought with a large enough effect; inconclusive = small, poorly fitted or top-dose-only effect, or another doubt; inactive = no such curve, though single readings can be large; an effect the other way counts as inactive or inconclusive.
item	SMILES	FBPA coupling cs	Rab9 prom act	Giardia killer	Tb PFK inh	NPC1 prom act	uPA generation
1	CCCCC[C@H]1CN(CCCC)C(=O)[C@@H]1CC(=O)NCc1ccc(OC)cc1	-1	3%	16	-6%	2%	2%
2	C/C(N)=C(/C#N)C(=O)COC(=O)CCC1CCCC1	4	1%	-14	-2%	-2%	5%
3	C1=CC2c3ccccc3NC(c3ccncc3)C2C1 (centres undefined)	-41*	1%	3	-13%	2%	-1%
4	O=S(=O)(Nc1ccc(-c2ccc3nncn3n2)cc1)c1cccc(F)c1	.	0%	2	-13%	-3%	5%
5	Cn1ccsc1=NC(=O)c1ccc([N+](=O)[O-])o1	.	-2%	-93*	3%	9%	?
6	O=[N+]([O-])c1cccc(/C=N/Nc2ncc(Br)cn2)c1	-2	2.8µM*	23	1%	2.8µM*	1%
7	CCn1c(SCC(=O)c2ccc(Cl)cc2)nnc1C(C)C	1	?	9	-10%	?	-8%
8	C=C1C(=O)O[C@H]2C[C@]3(C)C([C@@H](OC(=O)/C(C)=C/C)[C@H]12)[C@](C)(O)CC[C@H]3O (some centres undefined)	1	9%	7	1%	-7%	?
9	COCCNc1cc(C)nc2c3c(C)cc(C)nc3nn12	-2	-6%	-4	5%	3%	3%
10	COc1ccc(N2C(=O)CC(Sc3ncccc3C(=O)O)C2=O)cc1 (centres undefined)	-1	3%	-8	2%	-1%	-1%

item	RORg inh	FLuc modulator	VP16 counter	KCNH2 3.1 block	ELG1 genotoxic
1	39%	1%	-1%	-31	-4%
2	0%	-9%	14%	-31	-2%
3	?	-14%	-2%	3	1%
4	.	2%	.	-6	0%
5	15%	0%	8%	?	0%
6	?	?	-1%	-9	?
7	-3%	19µM*	-14%	-19	?
8	11µM*	-1%	?	15	-3%
9	-57%	0%	4%	12	-6%
10	?	-1%	3%	-3	0%

# (cont.)
item	SMILES	FBPA coupling cs	Rab9 prom act	Giardia killer	Tb PFK inh	NPC1 prom act	uPA generation
11	CCN1CCN(C(=O)c2ccc(CNS(=O)(=O)c3cccc(OC)c3)cc2)CC1	.	1%	6	1%	4%	-6%
12	O=C(c1cccn2c(=O)c3ccccc3nc12)N1CCN(Cc2ccc3c(c2)OCO3)CC1	-2	-12%	4	-9%	4%	.
13	C=CCN(c1nc(C)c(Br)c(OC)n1)S(=O)(=O)c1ccc(C)cc1	-1	2%	13	-5%	0%	-26%
14	Cc1c(OCC(=O)NC(Cc2c[nH]c3ccc(O)cc23)C(=O)O)ccc2c3c(c(=O)oc12)CCC3 (centres undefined)	0	0%	-14	9%	-10%	2%
15	NS(=O)(=O)c1ccc(NC=C2C(=O)OC3(CCCCC3)OC2=O)cc1	1	2%	-9	-1%	6%	-10%
16	O=C(O)c1ccc(COc2c(F)c(F)cc(F)c2F)cc1	21	-3%	-16	5%	0%	.
17	CCOC(=O)C(CSCc1ccccc1)NC(=O)OC(C)(C)C (centres undefined)	0	-2%	14	4%	-2%	-4%
18	CCCN(CC(=O)Nc1cc(Cl)ccc1Cl)C(=O)c1ccccn1	.	.	-1	-2%	.	12%
19	Cc1cccc(NC(=S)NNC(=O)CC(C)O)c1C (centres undefined)	0	-10%	5	-1%	2%	2%
20	Cc1ccc(C(=O)OCC(=O)N2CCCc3ccccc32)cc1C	.	0%	-6	-1%	1%	2%

item	RORg inh	FLuc modulator	VP16 counter	KCNH2 3.1 block	ELG1 genotoxic
11	-14%	-2%	-8%	0	1%
12	-18%	13%	5%	-12	-1%
13	4%	0%	2%	4	0%
14	2%	?	7%	8	-2%
15	-2%	14%	-4%	-7	-3%
16	7%	?	-2%	6	2%
17	-2%	5%	0%	?	3%
18	.	.	.	9	-1%
19	?	0%	-5%	7	1%
20	.	-11%	.	-2	1%

# The list continues:
item	SMILES	FBPA coupling cs	Rab9 prom act	Giardia killer	Tb PFK inh	NPC1 prom act	uPA generation
21	O=C1N(CN2CCOCC2)c2ccccc2C12OCC(CCl)O2 (centres undefined)	1	2%	-10	0%	-2%	-4%
22	CC1=C(C)CC(C(=O)NCCc2ccccc2)C(C(=O)O)C1 (centres undefined)	5	7%	-5	7%	0%	6%
23	COc1ccc(OCCSc2nc3ccccc3n2CC(=O)O)cc1	4	0%	1	8%	-2%	-2%
24	COc1ccccc1/C=C1\SC(=S)N(CCC(=O)N2CCN(C)CC2)C1=O	-1	-3%	-20	-2%	-1%	-11%
25	CC1=C(c2ccccc2)[N+](=O)C2(CCCC2)N1[O-]	4	-5%	5	-5%	-1%	0%
26	CCOc1cc(/C=N\Nc2nc(Nc3ccccc3)nc(N3CCOCC3)n2)ccc1OC(=O)c1ccco1	0	-12%	32[activator]	10%	0%	-8%
27	CCOC(=O)C1(CCc2ccccc2)CCN(C(=O)[C@@H]2C[C@@H](C)NC(=S)N2)CC1	2	0%	1	2%	0%	-3%
28	O=C1c2ccccc2C(=O)N1CCCCON1C(=O)c2ccccc2C1=O	3	-1%	3	-3%	-2%	3%
29	CSc1ncccc1C(=O)OCC(=O)NCCc1ccccc1	.	.	-23	1%	.	4%
30	CC(=O)Nc1ccc(-c2csc(NNC(=O)c3ccc(C)cc3)n2)cc1	5	-3%	-4	0%	-4%	-2%

item	RORg inh	FLuc modulator	VP16 counter	KCNH2 3.1 block	ELG1 genotoxic
21	33%	5%	3%	17	0%
22	44%	5%	-1%	-9	1%
23	-18%	-1%	-6%	-4	-1%
24	-32%	?	-27%	0	-2%
25	2%	3%	-3%	1	2%
26	-29%[10 µM]	?	-7%	-15	-8%
27	11µM*	-17%	?	-23	2%
28	6%	-1%	6%	12	2%
29	.	.	.	0	4%
30	-22%	2%	3%[10 µM]	-2	-6%

# (cont.)
item	SMILES	FBPA coupling cs	Rab9 prom act	Giardia killer	Tb PFK inh	NPC1 prom act	uPA generation
31	CN1CCN(C(=O)/C(=C\c2cccs2)NC(=O)c2ccccc2)CC1	5	6%	-23	-2%	0%	-2%
32	CN(CC(=O)Nc1ccc(OC(F)(F)F)cc1)C(=O)/C=C/c1cc2c(cc1[N+](=O)[O-])OCO2	.	-3%	2	8%	-2%	5%
33	CCn1c(C(=O)NC2CCC(C)CC2)cc2sccc21 (centres undefined)	-6	?	3	2%	3.5µM*	-18%
34	Cc1nc2cccnc2nc1C	1	-5%	-14	10%	-2%	-1%
35	O=C1CC(c2cccc(Cl)c2)Cc2nc(N3CCOCC3)ncc21 (centres undefined)	-1	1%	-21	-3%	-6%	2%
36	O=C(CSc1nc2nn(-c3ccccc3)c(=O)c-2c2n1CCCCC2)NCCc1ccccc1	-2	0%	6	0%	-5%	-2%
37	CCCCOC(=O)C1=C(C)Nc2ncnn2C1c1ccc(OCC)c(OC)c1 (centres undefined)	-15	-5%	9	-2%	-2%	4%
38	O=C(COc1coc(CN2CCc3ccccc32)cc1=O)N1CCCCC1	.	-2%	6	3%	-1%	0%
39	CCc1ccccc1NC(=O)Cn1cccc1C1=NC(c2ccccc2)CO1 (centres undefined)	1	-17%	16	-1%	-1%	0%

item	RORg inh	FLuc modulator	VP16 counter	KCNH2 3.1 block	ELG1 genotoxic
31	1%	-11%	-7%	-43	0%
32	.	0%	.	-20	-2%
33	24%	15µM*	-27%	-2	?
34	11%	-2%	19%	-1	-2%
35	-20%	-6%	-11%	-19	-3%
36	-11%	4%	-1%	-1	0%
37	-25%	2%	-2%	-9	5%
38	.	-8%	.	-8	0%
39	3%	0%	?	-2	7%

# In the list so far, these have bromine.
item	SMILES	FBPA coupling cs	Rab9 prom act	Giardia killer	Tb PFK inh	NPC1 prom act	uPA generation
6	O=[N+]([O-])c1cccc(/C=N/Nc2ncc(Br)cn2)c1	-2	2.8µM*	23	1%	2.8µM*	1%
13	C=CCN(c1nc(C)c(Br)c(OC)n1)S(=O)(=O)c1ccc(C)cc1	-1	2%	13	-5%	0%	-26%

item	RORg inh	FLuc modulator	VP16 counter	KCNH2 3.1 block	ELG1 genotoxic
6	?	?	-1%	-9	?
13	4%	0%	2%	4	0%
